Assay outcomes as filed in PubChem.
hcGAS inh: human cGAS inhibition | AID 1259398 | inhibition, % at 12.5 µM | recombinant h-cGAS, ATP depletion, Kinase-Glo luminescence | actives 0.081% (n = 290,000) | Q8N884;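 note: 0% = vehicle reaction and 100% = reaction without DNA for no activity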
Target sequence (Q8N884 whole entry, looked up): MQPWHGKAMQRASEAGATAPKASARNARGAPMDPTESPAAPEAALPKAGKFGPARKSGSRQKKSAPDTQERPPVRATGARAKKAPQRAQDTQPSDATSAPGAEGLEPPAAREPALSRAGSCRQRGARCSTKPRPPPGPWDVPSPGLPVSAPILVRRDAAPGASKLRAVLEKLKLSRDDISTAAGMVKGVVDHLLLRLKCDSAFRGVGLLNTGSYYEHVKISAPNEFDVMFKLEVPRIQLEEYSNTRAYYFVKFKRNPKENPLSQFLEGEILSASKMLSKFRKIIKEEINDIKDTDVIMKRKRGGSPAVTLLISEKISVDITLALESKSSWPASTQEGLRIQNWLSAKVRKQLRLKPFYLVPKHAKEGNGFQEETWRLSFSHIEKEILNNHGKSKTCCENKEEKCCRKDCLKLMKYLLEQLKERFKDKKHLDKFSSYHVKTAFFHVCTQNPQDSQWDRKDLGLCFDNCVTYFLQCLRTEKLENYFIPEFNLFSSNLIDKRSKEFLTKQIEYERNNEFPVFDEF
mcGAS lum: inhibitors of mouse cGAS | recombinant cGAS, Kinase-Glo ATP depletion luminescence | inhibition, % at 12.5 µM | actives 0.15% (n = 160,000);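 note: 0% = negative control wells and 100% = reference inhibitor with no enzyme activity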
NPYLR7 ag: mosquito NPYLR7 agonism | HEK293T NPYLR7/Galpha15, GCaMP6s calcium fluorescence | activation, % at 10 µM | actives 0.15% (n = 270,000) | AID 1259423; in the data active = activation above about 40%;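 note: 0% = vehicle and 100% = reference agonist at the receptor; some compounds past the cut are filed as inactive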
Starred values were filed as active, the others as inactive; / = no result given; & = joins results of further samples. Cut-off read from the data, not from the text of the source, unless noted: active = inhibition above about 40%; inactive = the rest. Rows were taken by chance; any-hit rate near 0.29%.

SMILES	hcGAS inh	mcGAS lum	NPYLR7 ag
CCN1CCN(C(=O)CCN(c2nc(C3CC3)nc3cc(Cl)ccc23)C2CC2)CC1	-6	-7	5
CCc1nnc2n1CCN(C(=O)c1cccc3c1OCC(=O)N3)C2	2	/	0
CCCC1SCCN1C(=O)c1c(Br)c2ccccc2n1C (stereo not given)	-2	/	4
Cc1ccc(-n2ncc3c(=O)[nH]c(-n4nc(C)cc4NC(=O)c4cc5ccccc5o4)nc32)cc1	-7	-6	-1
Cc1cn2c3c(=O)n(C)c(=O)n(C)c3nc2n1CCCN1CCC(Cc2ccccc2)CC1	-3	/	5
CSC1=N/C(=C\c2cc(Br)ccc2OCC(=O)O)C(=O)S1	3	22	1
COc1ccc(CC(=O)Nc2cc(-c3cccs3)nn2-c2nc(C(C)C)cc(=O)[nH]2)cc1	-3	/	-1
O=S(=O)(c1cc(Cl)c(Cl)cc1Cl)N1CCCN(c2nc3ccccc3nc2-c2ccccc2)CC1	-6	-7	/
O=C(O)C1CCNCC1	-6	-3	3
O=S(=O)(c1cccc(C(F)(F)F)c1)N1CCN(c2nc(-c3ccccc3)nc3ccccc23)CC1	-5	-7	4
CC1=CCC=CC1C(=O)NC1CCc2[nH]c3ccc(Br)cc3c2C1 (stereo not given)	-3	-3	39
Nc1cc(-c2ccc(Cl)c(Cl)c2)nn1-c1ccc(C(=O)N2CCCCC2)cc1	-4	-2	-1
O=C(c1ccc(-c2ccc(O)cc2)nc1)N1CCC(CCc2ccccc2)CC1	-3	/	22
N#Cc1ncn(-c2nc(-c3ccncc3)nc3c2CCC3)n1	-5	-12	10
COc1cn(CC(=O)NCc2ccc(F)cc2)c(CSc2nnc(C)s2)cc1=O	-4	-8	-7
CN(C)CCNC(=O)C1CC(c2ccccc2)=NO1 (stereo not given)	-3	-10	/
CN1CCC(Cn2ccnc2-c2ccc3occc3c2)(N(C)C)CC1	-4	/	8
O=[N+]([O-])c1ccc(SCc2csc(-c3ccc(C(F)(F)F)cc3)n2)nc1	3	1	-12
Cc1cc2oc3c(c(=O)c2cc1Cl)C(c1ccccn1)N(c1ccccn1)C3=O (stereo not given)	-6	-4	1
Cc1cccc(-c2nc(CNC(=O)c3cn4c(n3)CNCC4)cs2)c1	-5	-18	/
Cc1ccc(N(Cc2c(C)noc2C)Cc2c(C)noc2C)cc1C	-6	-17	4
Fc1ccc(Oc2ccc3c(-c4ccccn4)noc3n2)cc1	-7	-6	24
Cc1cc(C)nc(N(C#N)CN2C(=O)c3ccccc3S2(=O)=O)n1	-1	-2	1
CC1(C)[C@@H]2CC[C@]1(C)C(=O)C2	8&-7	/	-7&-6
Cc1ccc(N2CCn3c2nc2c3c(=O)n(CC(=O)C(C)(C)C)c(=O)n2C)cc1Cl	-7	-10	2
Cc1nc2c(C(=O)N3CCOC(CCCc4ccccc4)C3)cccc2[nH]1 (stereo not given)	-5	-14	/
CNC(=O)[C@@]12O[C@H]3COC(C)(C)O[C@H]3[C@@H]1OC(C)(C)O2	-3	/	10
OC(c1ccccc1)(c1ccccc1)c1ccc(CN(CCN2CCOCC2)Cc2ccc(F)cc2)o1	-4	-4	3
CCCCn1c(=S)nnc2c3ccccc3[nH]c21	-2	-5	2
COC(=O)c1cc(S(N)(=O)=O)ccc1NCC1(c2ccccc2)CCC1	4	/	0
CC(C(=O)NC(C)(C#N)C(C)C)N1CCC(c2ccccc2)C1 (stereo not given)	-1	-3	5
O=C(NCCC1=CCCCC1)c1cc(-c2cccs2)n(C2CCS(=O)(=O)C2)n1 (stereo not given)	3	/	6
CC(=O)CC(c1ccccc1)c1c(O)c2ccccc2oc1=O (stereo not given)	-9&-2&10	/	-1&-9&-12
C=CCN(CC(=O)N(Cc1ccc(F)cc1)Cc1sccc1C)C(=O)Nc1c(Cl)cccc1Cl	-3	-4	2
CC(C)CN(CC(C)C)C(=O)c1noc2c1CC(C)CC2 (stereo not given)	-6	-3	/
O=C(Cn1nc2ccccc2n1)NC1CC(=O)N(CCc2ccccc2)C1 (stereo not given)	-5	/	22
COC1CCC(N(C)C(=O)CCCc2cc(C)sc2C)CC1 (stereo not given)	-2	/	1
CN(CCO)c1nc(-c2ccsc2)nc2sc3c(c12)CCCC3	5	/	-6
COc1ccc(Cc2nc3ccc(C(=O)N4CCSCC4)cc3o2)cc1OC	-1	/	14
CCCOc1ccc2c(c1)OCC(C(=O)O)=C2	-12	/	0
CCC(C(=O)N1CCC2(CC1)NC(=O)c1c(F)cccc1N2)c1ccccc1 (stereo not given)	-5	-5	-1
CN(C(=O)CSc1ncnc2sc3c(c12)CCC3)C1CCS(=O)(=O)C1 (stereo not given)	1	-3	0
Cn1c2ccccc2n2c3cnc(C(C#N)C#N)nc3c(=O)c(C#N)c12	-2	/	-3
NCc1ccc(S(=O)(=O)N2CCC(O)CC2)cc1	-7	/	7
CC(=O)c1cccc(CN2CCC(C(=O)Nc3ccc(-c4cccc(C)c4)cc3)CC2)c1	-3	/	7
O=C(CCN(CCCN1CCOCC1)c1nc(C2CC2)nc2ccccc12)Nc1ccccc1	-5	-7	12
Cc1ccc(CNc2cc(C)nc(C(C)C)n2)cc1	-4	-7	6
CCCN(CC(=O)N(CCc1ccc(OC)c(OC)c1)Cc1ccc(C)o1)C(=O)c1ccco1	-8	-5	-5
COCCn1c(O)c(C=NCC(OC)OC)c(=O)[nH]c1=S	-5	/	-9
COc1cccc(CC(=O)N(Cc2nc3cc(C)ccc3o2)Cc2ccccc2Cl)c1	-8	-5	-1
Cc1nc2ncnn2c(C)c1CCC(=O)NC1CCCN(CCc2ccccc2)C1 (stereo not given)	-6	-10	11
Cc1n[nH]c(C)c1CCCN(C)C(=O)CC1C(=O)NCCN1C1CCCC1 (stereo not given)	-4	-12	-7
CCc1cc(=O)n(CC(=O)Nc2cc(OC)ccc2OC)c(-n2nc(C)cc2C)n1	-6	-9	0
COc1ccc(NC(=O)CSc2nc(=O)n(CCN(C)C)c3c2CCC3)c(OC)c1	2	-9	-1
COc1cccc(C=NN2CCN(C(c3ccccc3)c3ccccc3)CC2)c1O	-7	-5	-6
COc1ccc(C2CCCN2C(=O)Nc2ccccc2N2CCN(C)CC2)cc1 (stereo not given)	-10	/	1
O=C(OC1c2ccccc2-c2ccccc21)C1COc2ccccc2O1 (stereo not given)	-8	-7	0
Cc1cc(N2C(=O)c3oc4ccc(Br)cc4c(=O)c3C2c2ccccc2)no1 (stereo not given)	-4	/	4
O=C(NC1CC1)C1CCN(S(=O)(=O)N2CCCCC2)CC1	-6	/	9
NC1=NC(=O)/C(=C\c2ccc(-c3ccc(Cl)c([N+](=O)[O-])c3)o2)S1	0	-4	3
(next part)
SMILES	hcGAS inh	mcGAS lum	NPYLR7 ag
CCCCCOc1ccc(C(=O)Nc2cccc(Oc3ccccc3)c2)cc1OCCCCC	-4	-3	-7
Cc1ccc2c(c1)ncc[n+]2CC(=O)c1ccc(Cl)cc1Cl	2	/	11
CCCCCn1c(=O)c2c(nc3n2CCN3c2ccc(OC)cc2)n(C)c1=O	2	-5	-4
CCc1cccc(NC(=O)N(Cc2ccc(OS(=O)(=O)CC)cc2)CC(C)C)c1	-3	-4	7
Cc1cc(C)cc(Cn2c(C)c(C(=O)NCc3ccc(C#N)cc3)sc2=O)c1	-5	/	14
COCCn1c(SCc2ccccc2C)nc2c([nH]c3ccccc32)c1=O	2	-6	-3
Cc1ccc(Cc2nc(CSc3nc(-c4ccccc4)cs3)cs2)cc1	-3	-5	3
CCCCCOC(=O)C1=C(C)N(C)C(=O)NC1c1ccc(OCc2ccccc2)cc1 (stereo not given)	-9	-4	5
CCSCC(C)NC1CCN(c2cccc(C)c2)CC1 (stereo not given)	-10	/	19
CCc1nc2c(OCc3ccccc3C(=O)OC)cccn2c1N(C)C(=O)Nc1ccccc1OC	-6	-2	6
Cc1nccn1-c1ccc(CNC(C)CO)cc1 (stereo not given)	0	0	1
CCCCN(C(=O)c1[nH]c2c(c1C)C(=O)CCC2)C1CCS(=O)(=O)C1 (stereo not given)	-7	/	4
C=CCNC(=S)NS(=O)(=O)c1ccc(Br)cc1	-2	/	7
CCN(C(=O)Cn1cnc2c1c(=O)n(C)c(=O)n2C)C1CCS(=O)(=O)C1 (stereo not given)	-4	/	8
O=C(NCc1ccc(F)c(Cl)c1)c1ccc(-c2cc(-c3cccc(C(F)(F)F)c3)n[nH]2)cc1	-7	-5	5
CC(C)c1nn(Cc2ccccc2Cl)c(=O)c2c1cnn2C(C)(C)C	-4	/	6
CC(C)NC(=O)C(C)Sc1nnnn1-c1ccccc1 (stereo not given)	-6	/	2
CC(C)CN(Cc1cccc(F)c1F)Cc1cccn1Cc1ccc(C(F)(F)F)cc1	-7	-8	6
CCOC(=O)N1CCN(/C=C(\C#N)S(=O)(=O)c2ccccc2)CC1	1	/	-5
CC(=O)c1ccc(NC(=O)c2ccc(-c3ccccc3)cc2F)cc1	-4	/	10
CCN1CCC[C@H]1CNC(=O)c1cnc(-c2cccnc2)nc1	-6	/	2
Cn1c(=O)[nH]cc(CCN2CCc3[nH]nc(-c4ccc(F)c(F)c4)c3C2)c1=O	-2	-10	-5
Cc1ccc(Cn2c(=O)c3c(nc4n(C5CCCC5)c(C)cn34)n(C)c2=O)cc1	-5	-8	8
COCCCn1ccc2nc3ccn(-c4ccncc4)c(=O)c3cc2c1=O	-8	/	3
O=C(NCc1ccccc1F)N1CCN(Cc2ccccc2)CC1	-7	-5	0
COc1cccc(CNC(=O)c2cnc3c(-c4cccc(C(F)(F)F)c4)cnn3c2C)c1	-9	-6	7
O=C(Cc1cc(Cl)c2c(c1)OCCO2)N1CC(Oc2ccccc2)C1	-7	-4	3
Clc1ccc(-c2nc3c4cnn(Cc5ccccc5)c4ncn3n2)c(Cl)c1	-3	-4	-3
O=C(Nc1ccccc1-c1ccccc1CO)C1CC1	-6	/	2
COC(=O)c1c(C)c(C(=O)CN(CC2CCCO2)S(=O)(=O)c2c(C)cc(C)cc2C)c(C)n1C (stereo not given)	-3	-3	-10
CCCC(=O)N(c1nc(-c2ccc(OC)cc2)c(C)s1)c1cc(OC)ccc1OC	-5	/	-6
CC(C)(C)C(=O)C(C#N)=Cc1cc(Br)cs1	1	3	0
CC(NC1CC1)c1cccc(C(F)(F)F)c1 (stereo not given)	-8	/	9
N=C1C(c2nc3ccccc3s2)C(=O)CN1C1CCCCC1 (stereo not given)	-4	/	0
CC(=O)C(C(C)=O)=P(c1ccccc1)(c1ccccc1)c1ccccc1	-12	/	6
O=S(=O)(c1ccc(Nc2nc(C(F)(F)F)nc3[nH]ncc23)cc1)N1CCOCC1	-4	/	0
COCCCN(Cc1c(-c2ccccc2)noc1N1CCc2ccccc2C1)C(=O)c1ccc(F)cc1	-6	-10	/
CCOC(=O)c1[nH]c(C)c(C(=O)N[C@@H]2C[C@@H](CO)N(C)C2)c1C	-3	/	4
CCc1nnc2c(=O)n(-c3ccc(F)cc3)ccn12	-8	-8	8
Cc1ccc(C(=O)N(CC2CC2)CC2CN(C(=O)Cc3cccs3)CCO2)cc1 (stereo not given)	-6	-4	/

Part of the list above, reduced to hcGAS inh.
mol,hcGAS inh
Clc1ccc(-c2nc3c4cnn(Cc5ccccc5)c4ncn3n2)c(Cl)c1,-3
C=CCN(CC(=O)N(Cc1ccc(F)cc1)Cc1sccc1C)C(=O)Nc1c(Cl)cccc1Cl,-3

(listing goes on)
SMILES	hcGAS inh	mcGAS lum	NPYLR7 ag
CC(C)(C)c1noc(COc2ccc(Cl)cc2C(N)=O)n1	5	-1	-7
CCN(C(C)COC)S(=O)(=O)c1ccc(C)c(C)c1 (stereo not given)	-3	/	5
COCCN(Cc1csc(COc2cc(Cl)ccc2Cl)n1)C(=O)c1ccccc1F	-1	-3	4
Cc1sc2nc(CSc3nnnn3C3CCCC3)[nH]c(=O)c2c1C	-4	/	2
Cc1nn(CC(C)C)c(Cl)c1C(=O)NC(C)Cc1ccco1 (stereo not given)	-1	/	-1
O=C(Nc1ccc(C(F)(F)F)cc1)N1CCN(CCN2C(=O)CSC2c2ccc3c(c2)OCCO3)CC1 (stereo not given)	-3	-7	8
Cc1ccccc1C(=O)NC(C)CC1=CCCN(CC(N)=O)C1 (stereo not given)	-3	/	5
Cc1cccc(-n2nc(CC(C)C)c(C(=O)NCC3CCCO3)c2C)c1 (stereo not given)	-7	-5	19
CC1CN(CN2C(=O)C(=O)c3c(Br)cccc32)CC(C)O1 (stereo not given)	-4	/	5

Entries shown so far that have a nitro group on carbon (2):
SMILES	hcGAS inh	mcGAS lum	NPYLR7 ag
O=[N+]([O-])c1ccc(SCc2csc(-c3ccc(C(F)(F)F)cc3)n2)nc1	3	1	-12
NC1=NC(=O)/C(=C\c2ccc(-c3ccc(Cl)c([N+](=O)[O-])c3)o2)S1	0	-4	3

3 compounds drawn at random from the list so far:
SMILES	hcGAS inh	mcGAS lum	NPYLR7 ag
Cc1ccccc1C(=O)NC(C)CC1=CCCN(CC(N)=O)C1 (stereo not given)	-3	/	5
CC1CN(CN2C(=O)C(=O)c3c(Br)cccc32)CC(C)O1 (stereo not given)	-4	/	5
Cc1cccc(-n2nc(CC(C)C)c(C(=O)NCC3CCCO3)c2C)c1 (stereo not given)	-7	-5	19

Compound profiles, as listed above. Order of values: hcGAS inh | mcGAS lum | NPYLR7 ag
Profile of `Cc1sc2nc(CSc3nnnn3C3CCCC3)[nH]c(=O)c2c1C` → -4 | / | 2
Profile of `COCCCN(Cc1c(-c2ccccc2)noc1N1CCc2ccccc2C1)C(=O)c1ccc(F)cc1` → -6 | -10 | /
Profile of `Cc1cccc(-c2nc(CNC(=O)c3cn4c(n3)CNCC4)cs2)c1` → -5 | -18 | /
Profile of `CCN1CCN(C(=O)CCN(c2nc(C3CC3)nc3cc(Cl)ccc23)C2CC2)CC1` → -6 | -7 | 5
